SKKanGAS inh = inhibitors of SKKanGAS S. pyogenes growth in kanamycin (SK-promoter or general growth effect). BacTiter-Glo, 6 h. inhibition, % at 7.5 µM. 300,000 tested, 1.3% active. AID 1662;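 active means mean replicate score, as percent of positive control median, at least 50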;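 further: strain carries kanamycin resistance gene driven by streptokinase promoter and grows in 40 µg/ml kanamycin; loss of luminescence reflects streptokinase promoter inhibition or plain growth inhibition; 0% = median of DMSO wells and 100% = positive control at its reference dose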
TRPC6 activator = activates the mouse TRPC6 cation channel | Q61143 | HEK293-TRPC6 membrane potential dye fluorescence; hits give high values | B-score at 10 µM | 310,000 tested, 0.13% active | AID 2550;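 active means B-score of the integrated fluorescence ratio above library mean plus 3 SD, and starting fluorescence ratio within library mean plus 5 SD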;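 further: higher score means more depolarization so channel activation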
TRPC4 block = inhibitors of mouse TRPC4 channel. Q9QUQ5. HEK293 TRPC4beta/mu-opioid, DAMGO-evoked Fluo4 calcium flux; hits give low values. B-score at 10 µM. 300,000 tested, 0.39% active;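 active means B-score over 3 SD under the library average, no early fluorescence shift, positive overall ratio signal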
Target sequence (Q9QUQ5 whole entry, looked up): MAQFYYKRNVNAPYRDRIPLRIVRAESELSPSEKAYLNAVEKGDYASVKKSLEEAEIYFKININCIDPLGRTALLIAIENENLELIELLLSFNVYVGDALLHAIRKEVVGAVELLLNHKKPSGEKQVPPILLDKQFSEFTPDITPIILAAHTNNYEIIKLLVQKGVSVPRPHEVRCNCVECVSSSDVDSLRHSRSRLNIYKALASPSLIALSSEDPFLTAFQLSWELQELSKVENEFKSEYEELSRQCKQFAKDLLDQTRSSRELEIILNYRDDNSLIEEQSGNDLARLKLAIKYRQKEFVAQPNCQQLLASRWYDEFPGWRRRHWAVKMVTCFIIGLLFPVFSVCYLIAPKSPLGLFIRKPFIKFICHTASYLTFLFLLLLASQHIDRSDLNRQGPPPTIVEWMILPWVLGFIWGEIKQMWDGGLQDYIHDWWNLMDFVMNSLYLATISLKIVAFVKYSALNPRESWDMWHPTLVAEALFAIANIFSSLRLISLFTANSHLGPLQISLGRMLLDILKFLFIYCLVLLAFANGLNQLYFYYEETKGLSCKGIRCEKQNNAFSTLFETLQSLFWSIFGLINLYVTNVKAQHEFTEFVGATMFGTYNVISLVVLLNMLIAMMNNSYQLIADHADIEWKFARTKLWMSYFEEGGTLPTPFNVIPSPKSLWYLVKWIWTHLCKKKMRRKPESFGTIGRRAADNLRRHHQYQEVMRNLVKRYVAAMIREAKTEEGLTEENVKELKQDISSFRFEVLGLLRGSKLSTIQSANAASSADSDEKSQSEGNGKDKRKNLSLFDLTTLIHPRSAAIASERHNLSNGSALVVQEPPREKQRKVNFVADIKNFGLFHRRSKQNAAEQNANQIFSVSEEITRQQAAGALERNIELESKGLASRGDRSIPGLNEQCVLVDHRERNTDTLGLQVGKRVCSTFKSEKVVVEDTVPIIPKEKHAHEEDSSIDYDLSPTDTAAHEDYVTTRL
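material = TRPC4beta/mu-opioid receptor HEK293 cell line | probe or stimulus = sequential submaximal and maximal DAMGO stimulation | compound dosing = one concentration per compound | measured by = Fluo4 Ca2+ flux fluorescence | evaluation = integrated fluorescence ratio relative to baseline, converted to per-well B score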
ANO1 block = inhibitors of mouse TMEM16A calcium-activated chloride channel | AID 588511 | Q8BHY3 | 310,000 tested, 1.2% active | normalized B-score (activity score, 25-100; higher = stronger inhibition) at 10 µM | HEK293 TMEM16A/YFP iodide influx fluorescence, ionomycin;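 active means ratio plate-corrected score three or more library SD toward inhibition, starting fluorescence score within five deviations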;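 further: score derived from kinetic fluorescence span divided by baseline fluorescence per well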
MrgX1 allo act = allosterically activates human MrgX1 receptor signaling; Q96LB2; 310,000 tested, 0.63% active; B-score at 10 µM; MrgX1-HEK293, Fluo-4 calcium flux, FDSS; hits give high values;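 active means plate-corrected calcium response at least 3 library SD above typical, normal starting fluorescence, not activating the receptor alone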;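 further: compound read alongside a low EC10 to EC30 dose of BAM8-22 agonist; peak minus trough fluorescence over baseline measured at the second addition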
ANO1 activ = activators or potentiators of mouse TMEM16A chloride channel. Q8BHY3. AID 623877. B-score at 10 µM. HEK293 TMEM16A/YFP-H148Q/I152L, iodide quench fluorescence; hits give low values. 340,000 tested, 0.3% active;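 active means fluorescence-ratio B-score plate-corrected deviation score at least 3 library SD below zero, with starting fluorescence score within 5 deviations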;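 further: channel opened by trigger with iodide after compound preincubation; score built on the fluorescence ratio of max minus min over baseline; more negative score means more quench and so TMEM16A activation or potentiation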
TRPC4 PAM = allosteric potentiators of mouse TRPC4 channel | B-score at 10 µM | 310,000 tested, 0.42% active | HEK293 TRPC4beta/mu-opioid, DAMGO EC20, Fluo-4 Ca2+ flux; hits give high values | Q9QUQ5 | AID 2227;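 active means B-score of calcium response area above 5 SD of library B-scores, with initial fluorescence ratio within 5 SD of library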;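 further: B-score of integrated fluorescence ratio over time as area under calcium response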
TRPC4 act = opens the mouse TRPC4 cation channel; AID 2237; Q9QUQ5; 310,000 tested, 0.49% active; HEK293 TRPC4beta/mu-opioid, Fluo4 calcium fluorescence; hits give high values; B-score at 10 µM;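 active means B-score above 5 SD of library B-scores, and initial fluorescence ratio not above library mean plus 5 SD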;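 further: positive B-score marks a calcium rise read as TRPC4 activation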
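Assay system – TRPC4beta and mu-opioid receptor HEK293 stable cells · Measured by – Fluo4 fluorescence, kinetic · Schedule – dye loading 45 min room temperature, 110 s kinetic read · Read-out – B-scored integrated calcium fluorescence ratio · Controls – buffer and maximal DAMGO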
MrgX1 agonist = agonists of human MrgX1 receptor. B-score at 10 µM. 310,000 tested, 0.44% active. MrgX1-HEK293 cells, Fluo-4 calcium fluorescence, agonist mode; hits give high values. Q96LB2;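 active means calcium response B-score plate-corrected fluorescence ratio at least 3 library SD, with starting fluorescence B-score inside 5 SD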
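Test system: HEK293 cells stably expressing human MrgX1 receptor; Input: fifteen thousand cells per well; Dosing: compound delivered in addition one of three; Schedule: overnight seeding, then 1 h dark dye loading; Technique: Fluo-4 NW calcium fluorescence; Measure: B-scored fluorescence response ratio; Controls: positive and negative controls per plate.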
TRPC6 inhibitor = blocks the mouse TRPC6 cation channel; 310,000 tested, 1.1% active; AID 2553; HEK293-TRPC6, membrane potential dye, ACh-evoked depolarization; hits give low values; B-score at 10 µM; Q61143;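 active means B-score under library mean minus 3 SD, initial fluorescence not abnormally high, positive integrated signal ratio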;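 further: B-score derived from integrated fluorescence ratio over the kinetic read; more negative B-score means stronger inhibition of depolarization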
MrgX1 antag = human MrgX1 receptor antagonism, primary screen; 310,000 tested, 1.3% active; Q96LB2; B-score at 10 µM; MRGX1-HEK293 calcium flux, Fluo-4, BAM8-22 antagonism; hits give low values;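 active means calcium-response B-score plate-corrected more than 3 library SD below zero, starting fluorescence within 5 deviations, no agonist response on first addition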;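 further: peak minus trough fluorescence over baseline after final BAM8-22 challenge near maximal dose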
Numbers without * were called inactive; i = inactive; x = not tested or not shown. Hits appear at their usual frequency. Share with any hit: about 6.7%.

No.	canonical_smiles	SKKanGAS inh	TRPC6 activator	TRPC4 block	ANO1 block	MrgX1 allo act	ANO1 activ	TRPC4 PAM	TRPC4 act	MrgX1 agonist	TRPC6 inhibitor	MrgX1 antag
1	C=CCNC(=O)CCCOc1ccc(C)cc1	-16	i	i	i	i	i	i	i	i	i	i
2	Cc1nnc(SCC(=O)n2c3c(c4ccccc42)CCCC3)s1	-4	i	i	i	i	i	i	i	i	i	i
3	COC(=O)c1ccc(C2C(C(=O)c3cc4ccccc4o3)=C(O)C(=O)N2CCN2CCOCC2)cc1 (centres undefined)	-10	i	i	i	i	i	i	i	i	i	i
4	CCCCCN=C(C)c1c(O)c2ccccc2oc1=O	-2	i	i	i	i	i	i	i	i	i	i
5	Cc1cc(Cl)ccc1OCC(=O)OCC(=O)Nc1ccc(F)c([N+](=O)[O-])c1	x	x	x	i	i	i	x	x	i	x	i
6	Cc1cc(C)cc(NC(=O)CCc2nc3sc4c(c3c(=O)[nH]2)CCCC4)c1	16	i	i	i	i	i	i	i	i	i	i
7	CCn1cc(C(=O)OCc2ccccc2)c(=O)c2ccc(C)nc21	1	i	i	i	i	i	i	i	i	-6*	i
8	O=C1c2cc(O)cc(O)c2C(=O)c2c1cc(O)c([C@@H](CO)CCO)c2O	17	i	i	i	i	i	i	i	i	i	i
9	Cc1ccc(Nc2nc3ccccc3n3cnnc23)cc1C	7	i	i	i	i	i	i	i	i	i	i
10	CCOC(=O)Cn1c(-c2cccnc2Cl)nc2cc(C)c(C)cc21	1	i	i	i	i	i	i	i	i	i	i
11	COc1ccc(OCC(=O)NCCNC(=O)c2ccncc2)cc1	-7	i	i	i	i	i	i	i	i	i	i
12	COc1ccc(C(=O)/C=C/NCc2ccc(F)cc2)cc1OC	1	i	i	i	i	i	i	i	i	i	i
13	c1ccc(Cc2nnc3sc(Nc4ccccc4)nn23)cc1	-14	i	i	i	i	i	i	i	i	i	i
14	CCc1ccc(C(CC(=O)c2ccc(Cl)cc2)C(=O)O)cc1 (centres undefined)	26	i	i	i	i	i	i	i	i	i	i
15	COc1ccc(C(=O)NCCn2cc(SCC(=O)Nc3nnc(C)s3)c3ccccc32)cc1	3	i	i	i	i	i	i	i	i	i	i
16	COc1ccc(CC(=O)N/N=C(/C)CC(=O)N(C)c2ccccc2)cc1	-1	i	i	i	i	i	i	i	i	i	i
17	CC(=O)N1CCC2(CC1)CC(=O)c1cc(OCC(=O)N3CCCC3)ccc1O2	-4	i	i	i	i	i	i	i	i	i	i
18	CCn1cc(C(=O)N[C@H](C)c2ccccc2)c(=O)c2cc(F)c(N3CCN(C)CC3)cc21	-5	i	i	i	i	i	i	i	i	i	i
19	O=C1CC(C(=O)O)S/C(=N\N=C\c2ccc(Br)cc2)N1 (centres undefined)	-4	i	i	i	i	i	i	i	i	i	i
20	CCn1c(SCC(=O)Nc2ccc(N3CCOCC3)cc2)nnc1-c1ccc(OC)cc1	12	i	i	i	i	i	i	i	i	i	i
21	COc1ccccc1N1CCN(C(CNC(=O)c2ccc3c(c2)OCO3)c2cccnc2)CC1 (centres undefined)	3	i	i	i	i	i	i	i	i	i	i
22	CCS(=O)(=O)N1Cc2ccccc2CC1C(=O)N1CCN(c2cccc(C)c2C)CC1 (centres undefined)	8	i	i	i	i	i	i	i	i	i	i
23	CC(=O)NN1C(=O)/C(=C2/Sc3ccccc3N2C)SC1=S	7	i	i	i	i	i	i	i	i	i	i
24	Clc1ccccc1CSc1snnc1-c1ccccc1	30	i	i	i	i	i	i	i	i	i	i
25	Cc1ccc(C)c(OCCC(=O)NNC(=O)c2ccccc2)c1	-12	i	i	i	i	i	i	i	i	i	i
26	CCCC(=O)Nc1ccc(Cc2ccc(NC(=O)CCC)c(C(=O)O)c2)cc1C(=O)O	35	i	i	i	i	i	i	i	i	i	i
27	CCc1cc2cc(C)ccc2nc1SCC(=O)Nc1cc(C)on1	-5	i	i	i	i	i	i	i	i	i	i
28	CCCOCCc1nnc(N)s1	0	i	i	i	i	i	i	i	i	i	i
29	CC1(c2ccccc2)CC(C)(C)N2C(=O)/C(=C3\SC(=S)NC3=O)c3cccc1c32 (centres undefined)	114*	i	i	i	i	i	i	i	i	i	i
30	Cn1c(=O)c(=O)n(C)c2cc(S(=O)(=O)NCCOc3ccccc3)ccc21	5	i	i	i	i	i	i	i	i	i	i
31	COc1ccc(OC)c(NC(=O)COC(=O)c2cc3c(s2)CCC3)c1	-7	i	i	i	i	i	i	i	i	i	i
32	OCCC1CN(CC2CCCCC2)CCN1C1CCCC1 (centres undefined)	-6	i	i	i	i	i	i	i	i	i	i
33	COC(=O)CNC(=O)c1cccc(Cl)c1	-5	i	i	i	i	i	i	i	i	i	i
34	CC(=O)c1cccc(NC(=O)c2sc3nc4n(c(=O)c3c2C)CCCC4)c1	7	i	i	i	i	i	i	i	i	i	i
35	CC(C)CN(C(=O)CSc1nn(-c2ccc(Cl)cc2)c(=S)s1)C1CCS(=O)(=O)C1 (centres undefined)	-19	i	i	i	i	i	i	i	i	i	i
36	CCc1ccc(/C=N/n2c(COc3ccccc3)n[nH]c2=S)cc1	29	i	i	i	i	x	i	i	i	i	i
37	CCN(C(=O)Cn1c(=O)oc2cc(S(=O)(=O)N3CCCC3)ccc21)c1ccc(OC)cc1	-3	i	i	i	i	i	i	i	i	i	i
38	O=C(CCN1CCCCC1)N=Nc1c(O)[nH]c2ccccc12	-7	i	i	i	i	i	i	i	i	i	i
39	CCN(CC(=O)Nc1ccccc1C(F)(F)F)C(=O)CCSc1ccc(F)cc1	-1	i	i	i	i	i	i	i	i	i	i
40	COc1cccc(CNC(=O)CCSCc2ccccc2F)c1	-3	i	i	i	i	i	i	i	i	i	i
41	CCC(CO)NCc1ccc(OCC(=O)Nc2cccc(C(F)(F)F)c2)c(OC)c1 (centres undefined)	-3	i	i	i	i	i	i	i	i	i	i
42	CCOC(=O)C(CC)/C(C)=N\NC(=O)c1ccccc1O (centres undefined)	-3	i	i	i	i	i	i	i	i	i	i
43	CCOC(=O)c1nn(-c2ccccc2)c(=O)c2c(NC(C)=O)scc12	-30	i	i	i	i	i	i	i	i	i	i
44	Cc1[nH]n(-c2ccc(F)cc2)c(=O)c1/C=N/c1sc2c(c1C#N)CCCC2	18	i	i	i	i	i	i	i	i	i	i
45	C=CCNC(=O)c1cc(C(=O)C(C)c2ncc(C(F)(F)F)cc2Cl)c[nH]1 (centres undefined)	-4	i	i	i	i	i	i	i	i	i	i
46	CC(Cc1ccccc1)C(=O)Nc1ccc(Br)cc1 (centres undefined)	0	i	i	i	i	i	i	i	i	i	i
47	C=CCOc1ccc2c(CC)cc(=O)oc2c1C	25	i	i	i	i	i	i	i	i	i	i
48	O=C(CSC1=NCCS1)NC1CCCC1	-4	i	i	i	i	i	i	i	i	i	i
49	O=C(c1ccc([N+](=O)[O-])cc1)N(Cc1ccc(Cl)cc1Cl)N1C(=O)CCCC1=O	13	i	i	i	i	i	i	i	i	i	i
50	O=C(NCC1CCCO1)c1ccc(-c2cccc(C(F)(F)F)c2)o1 (centres undefined)	-6	i	i	i	i	i	i	i	i	i	i
51	CCSC(=Nc1ccccc1)C1=C(O)COC1=O	-3	i	i	i	i	i	i	i	i	i	i
52	CCOc1cc(/C=N\NC(=O)CN2CCOCC2)ccc1OCc1ccc(F)cc1	-17	i	i	i	i	i	i	i	i	i	i
53	COc1ccccc1NC(=O)N1CCN(C)CC1	7	i	i	i	i	i	i	i	i	i	i
54	COc1ccc(COCC(O)CN2CC(C)OC(C)C2)cc1OC (centres undefined)	-24	i	i	i	i	i	i	i	i	i	i
55	COc1cccc(CNC(=O)CCC2CCCN(c3cc(C)nc(N)n3)C2)c1 (centres undefined)	5	i	i	i	i	i	i	i	30*	i	i
56	COC(=O)C1=C(C(=O)OC)SC2(S1)C(C(=O)OC)=C(C(=O)OC)SC1=C2c2cc(C)cc(C)c2NC1(C)C	10	i	i	i	i	i	i	i	i	i	i

Next section.
No.	canonical_smiles	SKKanGAS inh	TRPC6 activator	TRPC4 block	ANO1 block	MrgX1 allo act	ANO1 activ	TRPC4 PAM	TRPC4 act	MrgX1 agonist	TRPC6 inhibitor	MrgX1 antag
57	CCc1cccc(CC)c1-n1c(SCC(=O)c2c(N)n(C)c(=O)n(C)c2=O)nnc1-c1cccnc1	-2	i	i	i	i	i	i	i	i	i	i
58	O=C(NCC12CC3CC(CC(C3)C1)C2)c1nc2ncccn2n1	3	i	i	i	i	i	i	i	i	i	i
59	O=C(COc1cc2oc(=O)cc(-c3ccccc3)c2cc1Cl)NC(Cc1c[nH]c2ccc(O)cc12)C(=O)O (centres undefined)	0	i	i	i	i	i	i	i	i	i	i
60	CC1Cc2nc(SCC(=O)N3CCCC3)n(C)c(=O)c2S1 (centres undefined)	-4	i	i	i	i	i	i	i	i	i	i
61	CCCC(=O)Nc1nc(C)c(-c2csc(Nc3ccc(Cl)cc3)n2)s1	25	i	i	i	i	i	i	i	i	i	i
62	Cn1cccc1C(=S)N=P(C1CCCCC1)(N1CCOCC1)N1CCOCC1	5	i	i	i	i	i	i	i	i	i	i
63	CCOc1cccc(-c2c(C(=O)N/N=C(\C)c3ccncc3)nnn2-c2nonc2N)c1	-7	i	i	i	i	i	i	i	i	i	i
64	CNC(=O)c1ccc2snnc2c1	-2	i	i	i	i	i	i	i	i	i	i
65	CC1(C)OC(=O)N(CC(=O)Nc2cccc(C(F)(F)F)c2)C1(C)O (centres undefined)	0	i	i	i	i	i	i	i	i	i	i
66	CCCCOC(=O)NC(NCC(O)c1ccccc1)(C(F)(F)F)C(F)(F)F (centres undefined)	-10	i	i	i	i	i	i	i	i	i	i
67	Cc1ccc2cc(CN(Cc3nnnn3Cc3ccco3)CC3CCCO3)c(=O)[nH]c2c1C (centres undefined)	-2	i	i	i	i	i	i	i	i	i	i
68	Cc1cc(S(=O)(=O)n2[nH]c(=O)c(CCO)c2C)c(Cl)cc1Cl	3	i	i	i	i	i	i	i	i	i	i
